SKN-1 block: suppressors of acrylamide-induced Pgst-4::GFP reporter in worms, primary screen, SKN-1 inhibitor project, whole organism, uHTS, GFP/RFP fluorescence ratio, strain VP596 | C. elegans VP596 Pgst-4::GFP/RFP ratio, 24 h | inhibition, % at 21.8 µM | 0.49% of 360,000 active | AID 624304, 2012;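 active means interference check ratio from 0.5 to 1.5 plus GFP to RFP signal ratio inhibition reaching or exceeding a fixed threshold, cut at about 30% in these data, passing the limit was not always enough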; further: some compounds called inactive have numbers as strong as hits
NadD block: inhibitors of S. aureus NadD, primary screen, biochemical, colorimetric, uHTS; Nicotinate-nucleotide adenylyltransferase NadD (Staphylococcus aureus N315); purified NadD enzyme, colorimetric absorbance read-out; inhibition, % at 20 µM; 0.78% of 360,000 active; AID 602399, 2012; in the data active means inhibition above about 26%; further: some compounds past the cut are filed as inactive
MT1-MMP act inh: blockers of MT1-MMP proenzyme processing, primary screen, HT1080 RFP-PRO-GFP cells, GFP/RFP fluorescence; Matrix metalloproteinase-14 (Homo sapiens), P50281; GFP/RFP ratio fluorescence, overnight; percent of plate control window, DMSO zero; GFP/RFP ratio change, % at 20 µM; 0.061% of 360,000 active;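 active means GFP/RFP ratio change of at least 30% with cell ATP level not reduced by more than half and red fluorescence within 50% of control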; further: strong numbers were not always called active
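Test system: HT1080 cells expressing an RFP-PRO-GFP fluorescent reporter construct / Compound dosing: single-point 20 µM compound, 1% DMSO / Schedule: cells overnight before dosing, compound overnight, 37 °C, 5% CO2 / Evaluation: GFP/RFP fluorescence ratio / Control set: DMSO and RFP-L50D-GFP cell wells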
LMPTP inh: LMPTP phosphatase inhibitors, primary screen, biochemical, fluorescence intensity, uHTS; recombinant LMPTP-A, OMFP fluorogenic substrate; AID 651560, 2012; inhibition, % at 20 µM; 0.22% of 360,000 active;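 active means compounds that cut the enzyme signal by at least half of the control window in the single-dose screen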;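 further: plate controls were DMSO wells with enzyme plus substrate for no effect and substrate without enzyme for full effect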
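Assay system: LMPTP-A, protein tyrosine phosphatase of low molecular weight / Medium: pH 6.0 Bis-Tris buffer with DTT and Triton X-100 / Schedule: 50 min enzyme reaction at room temperature, protected from light / Measured by: endpoint fluorescence intensity from OMFP dephosphorylation / Read-out basis: % inhibition relative to no-enzyme and uninhibited control wells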
STEP block: STEP phosphatase inhibitors, primary screen, biochemical, fluorescence intensity, uHTS; recombinant STEP, OMFP fluorogenic substrate; Tyrosine-protein phosphatase non-receptor type 5 (Homo sapiens), P54829; inhibition, % at 20 µM; 0.25% of 360,000 active;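 active means inhibition at 20 µM, scaled per plate between control wells, above about 37%, limit read from the data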;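 further: 0% = DMSO with enzyme and substrate and 100% = substrate only without enzyme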
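Material: STEP (striatal-enriched tyrosine phosphatase) enzyme, cell-free | Medium: 50 mM Bis-Tris pH 6.0 with 2.5 mM DTT and 0.005% Tween 20 | Read-out: Percent inhibition scaled to no-enzyme and uninhibited-enzyme controls, plate-pattern corrected | Signal: Fluorescence read at 480 nm ex / 540 nm em | Times: 20 min reaction, room temperature, in the dark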
DNMT1 block: human DNMT1 methyltransferase inhibitors, primary screen, biochemical, molecular beacon, fluorescence, HinP1I cleavage, uHTS | AID 588458, 2011 | DNA (cytosine-5)-methyltransferase 1 (Homo sapiens), P26358 | inhibition (reported as % activation of signal), % at 10 µM | 0.83% of 360,000 active; in the data active means inhibition above about 50%
Target sequence (P26358 504-1616 limits assumed): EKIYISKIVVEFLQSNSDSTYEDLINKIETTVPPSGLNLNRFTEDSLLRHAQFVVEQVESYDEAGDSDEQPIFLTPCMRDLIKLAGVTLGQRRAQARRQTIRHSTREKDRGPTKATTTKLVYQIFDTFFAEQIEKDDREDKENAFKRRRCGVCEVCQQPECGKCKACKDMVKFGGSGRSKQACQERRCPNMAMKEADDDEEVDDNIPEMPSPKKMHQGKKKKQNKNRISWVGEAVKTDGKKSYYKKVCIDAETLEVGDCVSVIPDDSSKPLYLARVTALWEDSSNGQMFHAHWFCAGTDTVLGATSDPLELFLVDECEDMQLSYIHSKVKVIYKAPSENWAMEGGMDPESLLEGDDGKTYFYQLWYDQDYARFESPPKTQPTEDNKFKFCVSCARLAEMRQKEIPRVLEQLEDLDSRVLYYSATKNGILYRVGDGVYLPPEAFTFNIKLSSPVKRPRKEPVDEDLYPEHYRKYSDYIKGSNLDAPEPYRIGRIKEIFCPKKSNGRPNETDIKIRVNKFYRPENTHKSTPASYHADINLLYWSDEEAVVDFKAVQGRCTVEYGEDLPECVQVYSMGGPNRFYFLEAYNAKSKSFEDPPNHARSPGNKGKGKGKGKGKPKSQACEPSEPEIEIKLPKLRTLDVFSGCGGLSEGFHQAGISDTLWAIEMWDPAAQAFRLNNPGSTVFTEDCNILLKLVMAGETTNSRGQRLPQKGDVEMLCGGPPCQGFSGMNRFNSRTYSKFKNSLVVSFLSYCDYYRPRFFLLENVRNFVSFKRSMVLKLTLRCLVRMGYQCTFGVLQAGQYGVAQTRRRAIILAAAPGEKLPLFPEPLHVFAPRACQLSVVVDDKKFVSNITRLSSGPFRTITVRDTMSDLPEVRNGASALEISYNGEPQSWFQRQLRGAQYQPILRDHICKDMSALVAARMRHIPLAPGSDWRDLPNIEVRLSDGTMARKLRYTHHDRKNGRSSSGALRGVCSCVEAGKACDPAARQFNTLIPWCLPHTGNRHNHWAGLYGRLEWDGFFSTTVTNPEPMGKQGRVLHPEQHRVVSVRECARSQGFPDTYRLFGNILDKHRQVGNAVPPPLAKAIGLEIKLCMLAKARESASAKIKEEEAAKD
Scp1 inh: Scp-1 phosphatase inhibitors, primary screen, biochemical, colorimetric, uHTS. Recombinant Scp1, phosphopeptide, malachite green phosphate absorbance. inhibition, % at 20 µM. 0.88% of 340,000 active. AID 493091, 2011;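 active means inhibition above about 50% at 20 µM, limit read from the data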;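 further: plate controls were DMSO wells with enzyme for no effect and wells lacking enzyme for full effect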
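Incubation: 45 min enzyme reaction at room temperature / System: truncated SCP-1 phosphatase (76-261aa) / Reagent: Phospho 17-mer peptide substrate / Buffer or medium: Acidic Tris acetate buffer with magnesium and detergent / Signal: absorbance at 630 nm / Doses: one concentration, 20 µM, with 1.0% DMSO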
SUMO1-SIM PPI: modulators of SUMO1 protein-protein interactions, primary screen, biochemical, uHTS. inhibition, % at 20 µM. Small ubiquitin-related modifier 1 (Homo sapiens), P63165. SUMO1 binding to a labelled peptide, TR-FRET, 1 h. 0.33% of 360,000 active; in the data active means inhibition above about 37%
Rpn11 block: Rpn11 (PSMD14) deubiquitinase inhibitors, primary screen, biochemical, fluorescence polarization, uHTS; human 26S proteasome, Ub4-pepOG fluorescence polarization; 20S core pre-blocked with epoxomicin; calls only at 20 µM; 0.59% of 360,000 active;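 active means inhibition at 20 µM, scaled to each plate's controls, above about 33%, limit read from the data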
CendR NRP1 mod: modulators of CendR peptide binding to NRP-1, primary screen, biochemical, fluorescence polarization, uHTS. Neuropilin-1 (Homo sapiens), O14786. FAM-RPARPAR peptide binding to NRP-1. inhibition, % at 25 µM. 0.85% of 360,000 active;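 active means inhibition or corrected inhibition above about 18%, plus a signal ratio from 0.5 to 1.5, limit read from the data, passing the limit was not always enough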; further: strong numbers were not always called active
An asterisk follows results filed as active; i = inactive; . = no result given.

SMILES	SKN-1 block	NadD block	MT1-MMP act inh	LMPTP inh	STEP block	DNMT1 block	Scp1 inh	SUMO1-SIM PPI	Rpn11 block	CendR NRP1 mod
O=C(c1cc(=O)[nH]c2ccccc12)N1CCN(S(=O)(=O)c2ccc(Cl)cc2)CC1	-10	1	2	-1.2	0	2	-4	-2	i	2
CC(C)CCn1c2ccccc2c2cc(CC(N)=O)ccc21	3	-3	-1	1.6	0	-1	3	1	i	-3
O=c1c2[nH]cnc2n(-c2cccc(F)c2)c(=O)n1Cc1ccccc1	2	-2	3	0.2	0	1	-7	-2	i	2
Cc1cccc(C)c1NC(=O)Cc1cccs1	-4	-3	1	-0.3	4	5	16	0	i	2
Cc1cccc(-c2nc(-c3ccncc3)no2)c1	31	0	0	-0.5	1	2	-10	8	i	4
Nc1ccc(C(=O)c2ccccc2C(=O)O)cc1Cl	9	-3	9	-1.8	10	1	-2	4	i	3
O=C(Nc1ccc2c(c1)oc1ccccc12)N1CCOCC1	26	-5	3	-0.9	-4	0	-12	2	i	5
COc1ccc(CCN(C)C(=O)c2oc3ccccc3c2C)cc1OC	7	-5	0	-1.8	-3	1	-8	4	i	2
Cc1ccc(-n2c(SCC(=O)NCc3ccco3)nc3nc4c(cc3c2=O)COC(C)(C)C4)cc1	10	11	-4	1.3	0	-6	4	6	i	-4
CCOC(=O)/C=C1\NC(C)(C)Cc2cc(OC)c(O)cc21	6	3	6	0.0	-3	-5	-10	0	i	3
O=C(CN1C(=O)C2CC=C(Cl)CC2C1=O)N1CCOCC1 (configuration not stated)	11	4	-3	-0.5	-1	-3	-2	-1	i	-4
CCC(=O)Nc1ccc(Cl)c(NC(=O)c2ccc(Br)o2)c1	-23	-9	7	-1.4	-1	-1	-1	0	i	14
Nc1nn2c(C(F)(F)F)cc(=O)[nH]c2c1N=Nc1cccc(F)c1	-2	1	7	0.3	2	-8	-7	-4	i	1
COc1cccc(C(=O)NC2CCNCC2)c1	8	-1	1	-2.2	-4	1	6	5	i	-1
O=C(Cc1ccccc1)Nc1ncccc1Cl	-10	-4	2	-2.3	5	5	14	-3	i	-3
O=C(O)c1cccc(S(=O)(=O)N(Cc2ccccc2)c2ccc(Cl)cc2)c1	-12	1	-3	-0.6	1	3	-5	-1	i	13
COC(=O)c1ccc(COc2ccc(C)c(C)c2)o1	2	-5	4	0.6	0	1	-10	-1	i	10
Cc1ccccc1OCc1nc(-c2ccc(NC(=O)c3cccs3)cc2)no1	-14	-9	2	1.2	-1	-7	-8	1	i	0
Cc1ccc(N=C2SCCCN2C(=O)C2=COCCO2)cc1Cl	19	-3	-3	-0.2	-2	-3	-6	-5	i	-1
COc1ccc(Br)cc1/C=N/n1c(C)nc2ccccc2c1=O	-21	-2	4	-0.8	0	2	0	2	i	9
COc1ccc(NC(=O)CSc2nnnn2-c2ccc(OC)cc2)cc1	-14	-7	-9	0.0	-1	1	6	-2	i	4
COC(=O)CC1(C(=O)OC)Oc2ccccc2C(=O)N1c1ccc(F)cc1F (configuration not stated)	-8	0	2	-1.3	2	0	-7	1	i	1
Cc1ccn2cc(CNS(=O)(=O)c3cccs3)nc2c1	-4	0	-3	-0.9	0	1	-8	2	i	-3
COc1ccc(NC(=O)CCCn2nc(C)c3c(C)n(-c4ccccc4)nc3c2=O)cc1	-13	-2	-2	-2.5	2	3	-6	2	i	-9
O=C(OCCCc1cc2ccccc2c(=O)o1)c1ccco1	18	-4	2	-1.7	-3	2	-9	1	i	14

Copied from the list:
Cc1cccc(-c2nc(-c3ccncc3)no2)c1 | STEP block: 1
COc1ccc(NC(=O)CCCn2nc(C)c3c(C)n(-c4ccccc4)nc3c2=O)cc1 | STEP block: 2
COc1ccc(CCN(C)C(=O)c2oc3ccccc3c2C)cc1OC | DNMT1 block: 1

(cont.)
SMILES	SKN-1 block	NadD block	MT1-MMP act inh	LMPTP inh	STEP block	DNMT1 block	Scp1 inh	SUMO1-SIM PPI	Rpn11 block	CendR NRP1 mod
CCn1c(SCC(=O)N2CCc3ccccc32)nc2c(c1=O)SC(C)C2 (configuration not stated)	-29	-7	1	-1.0	5	3	-12	-1	i	4
Cc1nc(-c2ccccn2)nc(SCC(=O)N2CCOCC2)c1Cl	-6	-3	4	-1.9	14	-2	1	-5	i	-7
COc1ccc(/C=C(/NC(=O)c2ccco2)C(=O)Nc2cccc(C(=O)O)c2)cc1	5	-2	-1	-0.5	3	2	-7	-3	i	-3
Cc1cccc(S(=O)(=O)N(C)C[C@@H]2OCc3cnnn3CCCC(=O)N([C@@H](C)CO)C[C@@H]2C)c1	-3	-2	-2	-1.8	0	-1	.	-2	i	-8
CC1(C(=O)Nc2ccccc2F)CCN1C(=O)Cc1ccc(-c2ccccc2)cc1 (configuration not stated)	17	-3	3	3.9	-1	6	.	-2	i	8
O=c1nc(Nc2ccccc2)oc2ccccc12	-8	-2	0	0.1	1	1	-3	-10	i	-4
C[C@@H]1CN([C@H](C)CO)S(=O)(=O)c2ccc(Br)cc2O[C@H]1CN(C)C(=O)Nc1ccc(F)cc1	5	-1	1	-0.6	1	1	.	5	i	4
CCN(CC)CCC(=O)N1c2ccccc2Sc2ccc(NC(=O)OC)cc21	24	3	1	2.1	1	-6	-4	-1	i	-5
CC(NCc1cccnc1)c1ccccc1 (configuration not stated)	-2	-3	0	-1.0	-1	-1	-1	0	i	9
COCCN(C(=O)CCC(=O)Nc1cc(C)on1)C(C(=O)NC1CCCC1)c1ccccc1C (configuration not stated)	3	-2	0	0.4	3	1	2	3	i	9
COc1ccc(NC(=O)c2sccc2-n2cccc2)cc1	-4	-3	3	-1.1	-1	-1	-7	-1	i	-11
CC1CCC(C(C)C)C(OC(=O)CSc2nc(N)cc(=O)[nH]2)C1 (configuration not stated)	-1	-2	1	0.6	-1	2	-2	0	i	-4
O=C(c1nn2c(C(F)(F)F)cc(-c3ccccc3)nc2c1Cl)N1CCOCC1	-14	3	9	0.2	0	-6	-2	-10	i	0
O=C(NC1CCN(Cc2ccccc2)CC1)c1cccc(S(=O)(=O)Nc2ccc(Br)cc2)c1	-3	3	-2	-7.1	0	-8	-6	-44	i	-12
CCN1C(=O)c2cccc3c(S(=O)(=O)Nc4c(C)n(C)n(-c5ccccc5)c4=O)ccc1c23	-26	8	1	-1.3	0	-1	-11	-9	i	-3
Cc1ccccc1OCC(=O)NNC=O	12	-6	-1	-0.5	-2	-1	-6	3	i	-2
Oc1ccc(Nc2ncnc3scc(-c4ccccc4)c23)cc1	-1	5	-5	1.0	-2	-16	-1	4	i	4
COc1ccc([C@H]2CC(=O)C=C(c3cc4ccccc4c4ccccc34)C2)cc1	1	-1	-1	3.6	-1	2	-6	0	i	2
FC(F)(F)c1ccc(Cl)c(Nc2nnc(-c3ccncc3)s2)c1	-5	4	5	-0.5	-1	13	.	1	i	4
COc1ccc(S(=O)(=O)Nc2ccc3c(c2)C(=O)N([C@H](C)CO)C[C@H](C)[C@@H](CN(C)C(=O)Nc2ccc(F)cc2)OCCCC[C@H](C)O3)cc1	-3	5	1	0.7	1	-1	.	-1	i	0
C=CCNC(=S)NCCCCC1NC(=S)N(CC=C)C1=O (configuration not stated)	8	6	-3	-3.7	-3	1	-5	7	i	-3
CCN(CC)S(=O)(=O)c1ccc(Cl)c(NC(=O)COc2ccc3c(C)cc(=O)oc3c2)c1	5	0	4	-0.1	-6	22	-8	2	i	0
O=C(CCSc1nc(-c2ccco2)cc(C(F)(F)F)n1)N1CCCc2ccccc21	-10	-4	-7	2.8	3	-1	-6	-4	i	-3
O=C(N/C(=C\c1ccc(Br)cc1)C(=O)N1CCOCC1)c1ccccc1Cl	25	2	1	-1.3	0	-2	-7	-3	i	12
O=S(=O)(NN=Cc1ccc(O)cc1O)c1cc(Cl)c(Cl)cc1Cl	-6	1	10	-0.2	-2	-1	0	-1	i	-5

Other structures.
SMILES	SKN-1 block	NadD block	MT1-MMP act inh	LMPTP inh	STEP block	DNMT1 block	Scp1 inh	SUMO1-SIM PPI	Rpn11 block	CendR NRP1 mod
O=C(Nc1cc(C(F)(F)F)ccc1-n1cncn1)c1ccc(F)cc1Cl	10	-5	-4	-0.9	0	1	-7	-2	i	-1
CCOC(=O)[C@]12CCC=C1N(Cc1ccc(Cl)cc1Cl)C(=O)[C@H](CC(=O)N1CCN(C(=O)c3ccco3)CC1)C2	1	-1	7	0.1	.	.	.	8	.	18
COC(=O)[C@H](CC(C)C)NC(=O)Nc1ccc2c(c1)OCCO2	-9	-11	-1	-2.7	-5	-4	-1	-1	i	0
CCN1CCN(c2ccc(S(=O)(=O)N3CCOCC3)cc2NC(=O)c2ccc(Cl)cc2Cl)CC1	9	0	-3	-0.7	3	-4	-9	5	i	19
CCOc1ccc(S(=O)(=O)NCCC(=O)NC2CCC(C)CC2)cc1 (configuration not stated)	6	0	0	-1.2	-3	5	42	1	i	14
COc1cccc(OC)c1C(=O)Nc1ccc2c(c1)CCCN2S(=O)(=O)c1ccc(C)cc1	-3	0	3	2.2	0	-5	-10	4	i	5
CCN(CCO)C(=O)C(c1ccccc1)c1ccccc1	12	-2	3	-2.8	-6	0	-2	0	i	15
COc1cccc(C(=O)NNC(=O)Cc2cccs2)c1	-1	-2	0	0.2	-6	0	-5	0	i	5
Cc1nc2ccccc2c(C)c1C(=O)c1ccc(F)cc1	7	-1	-1	-0.4	0	1	-10	-1	i	12
O=C(Nc1cccc(Cl)c1Cl)C1CCN(c2ncccn2)CC1	-3	0	1	-0.6	-2	-1	-2	1	i	-5
CN1C(=O)[C@@](O)(c2cn(C)c3ccccc23)c2cc(F)ccc21	-3	.	6	0.5	.	.	.	-2	.	-12
COC(=O)c1cnc(Nc2nc(CN)cs2)nc1C(F)(F)F	-2	-2	5	-2.6	-3	-1	.	0	i	-11

Screening results as filed in PubChem.
